LMNA splice mod: modulators of lamin A splicing; Potency, µM (series often up to 46.1 µM), without a hit: at the top dose ratio change, negative = inhibition, actives largely listed as inhibitors; HeLa LMNA splicing GFP/RFP minigene ratio, 48 h; 200,000 tested, 0.01% active; active = well fitted inhibition curve with a large enough effect in the signal ratio, with a control signal flat, not every such curve was filed as active; inconclusive = small, poorly fitted or top-dose-only effect, or effect the other way, or a change in a side signal; the % refers to the signal ratio; note: potency is the fitted concentration of half-maximal effect; % is set by controls: 0 for no effect and ±100 for the full control effect
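S3 HeLa stable clones carrying a lamin A-EGFP splicing minigene plus DsRed2 were seeded at 600 cells/well in Opti-MEM with 2% FBS, pin-dosed and incubated 48 h at 37°C. Acumen cytometry (488 nm) gave the GFP/RFP total-intensity ratio.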
NPSR antagonist: antagonists of human neuropeptide S receptor cAMP signaling. Q6W5P4. Potency, µM (titrated, usually from 38.3 µM), inactives show top-dose activity change, negative = inhibition, most hits filed as inhibitors. 220,000 tested, 1% active. CHO-NPSR cells, cAMP TR-FRET, antagonist mode; note: potency is the fitted concentration of half-maximal effect; % is set by controls: 0 for no effect and ±100 for the full control effect; nearly all actives have a fitted effect of over 50% in size; many of its hits are not listed in these tables
Target sequence (Q6W5P4 whole entry, looked up): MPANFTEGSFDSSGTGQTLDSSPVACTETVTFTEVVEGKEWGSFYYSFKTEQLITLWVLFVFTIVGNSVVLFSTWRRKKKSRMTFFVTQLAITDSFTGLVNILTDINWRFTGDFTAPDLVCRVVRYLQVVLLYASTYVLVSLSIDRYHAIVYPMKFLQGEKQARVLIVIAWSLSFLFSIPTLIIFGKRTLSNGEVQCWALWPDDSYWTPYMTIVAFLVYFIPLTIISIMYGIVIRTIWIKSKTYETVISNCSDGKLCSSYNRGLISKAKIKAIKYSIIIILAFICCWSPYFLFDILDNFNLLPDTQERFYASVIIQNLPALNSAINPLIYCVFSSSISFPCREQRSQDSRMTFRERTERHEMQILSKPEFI
KinaseGlo FLuc: blocks Kinase-Glo luciferase, a counter-screen artifact; 200,000 tested, 0.28% active; AID 1379; Potency, µM (top dose mostly 38.3 µM), inactives show at the top dose activity change, negative = inhibition, hits mostly inhibitors; Q27757; Kinase-Glo luciferase, ATP luminescence, 8 min; note: potency is the fitted concentration of half-maximal effect; % is set by controls: 0 for no effect and ±100 for the full control effect; nearly all actives have a fitted effect of over 60% in size
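Light output from Kinase-Glo luciferase with luciferin and 10 uM ATP in 50 mM imidazole pH 7.2, KCl, MgCl2, Tween 20, BSA; compound pin-delivered, 8-min ambient incubation, then luminescence read.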
CBFb RUNX1 block: CBF-beta/RUNX1 interaction disruption | AlphaScreen CBFb-His/RUNX1-biotin binding, biochemical | Potency, µM (highest dose often 59.8 µM), for inactives: at the top dose activity, negative = inhibition, actives largely listed as inhibitors | 230,000 tested, under 10 active | AID 1477; note: % of control where 0% means no effect
Target sequence (Q01196 whole entry, looked up): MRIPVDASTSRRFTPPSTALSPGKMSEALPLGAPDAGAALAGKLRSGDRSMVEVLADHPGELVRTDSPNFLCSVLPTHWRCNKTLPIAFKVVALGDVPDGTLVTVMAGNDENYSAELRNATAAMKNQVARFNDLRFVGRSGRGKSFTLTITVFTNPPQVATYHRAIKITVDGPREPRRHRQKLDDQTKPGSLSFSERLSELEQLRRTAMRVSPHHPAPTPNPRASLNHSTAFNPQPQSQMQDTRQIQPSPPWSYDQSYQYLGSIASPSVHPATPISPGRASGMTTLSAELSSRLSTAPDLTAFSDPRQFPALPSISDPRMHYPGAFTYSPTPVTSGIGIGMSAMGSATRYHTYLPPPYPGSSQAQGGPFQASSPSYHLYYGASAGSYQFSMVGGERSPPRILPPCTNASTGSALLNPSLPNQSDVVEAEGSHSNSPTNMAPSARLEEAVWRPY
Target sequence (Q13951 whole entry, looked up): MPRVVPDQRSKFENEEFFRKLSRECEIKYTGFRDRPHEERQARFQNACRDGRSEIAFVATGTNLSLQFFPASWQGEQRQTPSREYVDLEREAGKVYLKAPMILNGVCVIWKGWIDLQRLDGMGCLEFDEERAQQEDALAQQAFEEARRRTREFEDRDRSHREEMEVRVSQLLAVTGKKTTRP
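CBFb-His/RUNX1-biotin, 30 nM each, preincubated 20 min RT; compound 15 min RT; Ni + streptavidin beads 50 ng each, 90 min RT; AlphaScreen read.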
Epigenetic reg: epigenetic control regulation, reporter derepression; murine LDR cells, GFP reporter derepression, 30 h; Potency, µM (highest dose often 53.9 µM), for inactives: top-dose GFP activation, hits mostly activators; 280,000 tested, 0.2% active; AID 1865; note: potency is the fitted concentration of half-maximal effect; % of control where 0% means no effect; nearly all actives have a fitted effect of over 60% in size
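Reporter derepression read as number of fluorescent GFP-positive objects, 20-120 um in size, counted by laser-scanning cytometer. Mouse LDR line with an epigenetically silenced CMV-GFP locus; compound incubation 30 h, 37 C.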
HTT aggregate: reduces HttQ103-GFP aggregates in PC12 cells; PC12 HttQ103-GFP aggregates, Acumen cytometry, 40 h; Potency, µM (top dose mostly 46.1 µM), inactives show at the highest dose activity change, negative = inhibition, actives largely listed as inhibitors; 220,000 tested, 1.1% active; AID 1688; note: potency is the fitted concentration of half-maximal effect; % is set by controls: 0 for no effect and ±100 for the full control effect; nearly all actives have a fitted effect of over 60% in size
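Huntingtin Q103 exon 1–GFP aggregates in induced PC12 cells (100 nM tebufenozide) were quantified by cytometry from lysates, with compounds dosed in titration.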
IMPase Li cell: IMPase inhibition in cells with lithium potentiation; CHO-M1 cells, IP1 TR-FRET (IP-One), carbachol + lithium; Potency, µM (series often up to 59.4 µM), for inactives: at the highest dose activity, negative = IMPase inhibition, most hits filed as inhibitors; 210,000 tested, 0.35% active;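 note: IP1 builds up when IMPase is blocked and the TR-FRET signal falls; potency is the fitted concentration of half-maximal effect; plate controls were basal vehicle for no effect and high inhibitor control for full effect; nearly all actives have a fitted effect of over 50% in size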
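CHO cells stably expressing M1 receptor (2000/well, cultured 16–30 h) treated 30 min at 37C with compound plus low lithium. Cytosolic IP1 by TR-FRET (665/620 ratio and 620 channel) after 10 min lysis; AC50 by Hill fit.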
Starred values were filed as active, the others as inactive; ? = inconclusive; nt = no result given; [ ] = remark or other dose. Unless noted, calls come from the whole dose curve; as a rule, active = well fitted curve in the direction sought with a large enough effect; inconclusive = small, poorly fitted or top-dose-only effect, or another doubt; inactive = no such curve, though single readings can be large; an effect the other way counts as inactive or inconclusive. Only part of the results is shown (hit frequency here may not be typical).

entry	Molecule	LMNA splice mod	NPSR antagonist	KinaseGlo FLuc	CBFb RUNX1 block	Epigenetic reg	HTT aggregate	IMPase Li cell
1	COc1ccc(CCNS(=O)(=O)c2ccc3c(c2)OCCO3)cc1OC	-4%	-9%[46.1 µM]	0%	6%	0.0%	-11%	-2%[38.3 µM]
2	Clc1ccc(Cn2ncc3c(N4CCOCC4)ncnc32)cc1	-15%	-8%[46.1 µM]	5%	2%	-9.9%	?	10%
3	Cc1cccc(OCC(=O)N2CCOCC2)c1	4%	17%	-5%	3%	-3.5%	-3%	3%
4	Cc1noc(C)c1COc1cccc(C(=O)OC(C)C(=O)Nc2c(C)n(C)n(-c3ccccc3)c2=O)c1 (stereo not drawn)	nt	-15%	nt	-3%	-0.3%	0%	-3%
5	COc1ccc(/C=C2\SC(=O)N(CCNC(=O)C3CC(=O)N(c4ccccc4)C3)C2=O)cc1 (stereo not drawn)	1%	-15%[46.1 µM]	0%	0%	0.4%	-3%	1%[38.3 µM]
6	COCCCNC(=S)NCCNc1nc2cc(C)c(C)cc2cc1C#N	-12%[46 µM]	-10%	-2%	-2%	-0.1%	-7%	1%
7	CN(C)NC(=O)c1ccsc1NC(=O)c1ccc(S(=O)(=O)N(C)C)cc1	nt	10%	nt	11%	1.3%	-1%[9.22 µM]	6%
8	COc1ccccc1C/C(N)=N/OC(=O)c1cccs1	9%[46 µM]	8%	-2%	0%	1.3%[10.1 µM]	8%[9.22 µM]	3%
9	CCOC(=O)N1CCN(c2c(-c3ccc(C)cc3)c(=O)c2=O)CC1	3%	-3%[46.1 µM]	1%	-1%	-0.8%	-4%	6%
10	CC(NC(=O)OCc1ccccc1)C(=O)OCN1C(=O)c2ccccc2C1=O (stereo not drawn)	16%	3%[46.1 µM]	-5%	-1%	-1.6%	-6%	2%[38.3 µM]
11	Cc1cccc(N2C(=O)CCC2=O)n1	-3%	10%	-2%	9%	-3.2%	10%	-7%
12	Nc1nc(SCC(=O)Nc2c(Br)cc([N+](=O)[O-])cc2Br)n[nH]1	7%	16%	0%	6%	-1.0%	5%	-4%
13	COc1cccc(C2(c3cccc(OC)c3)CC2C(=O)Nc2ccc(F)cc2)c1 (stereo not drawn)	-14%	-17%	-1%	3%	0.0%	2%	5%
14	Cn1c(CSc2ccccc2)c(C#N)c2ccccc21	1%	?	6%	?	0.5%	-29%	-16%[38.3 µM]
15	CCCCn1c(/N=C/c2cc(OC)ccc2O)nc2ccccc21	-10%	-6%[46.1 µM]	nt	0%	-7.2%	-11%	nt
16	O=C(COC(=O)C1CC(=O)N(c2ccc3c(c2)OCCO3)C1)Nc1ccc2c(c1)CCC2 (stereo not drawn)	10%	-8%[46.1 µM]	-7%	10%	0.4%	-13%	-13%[38.3 µM]
17	O=C1NCC(c2ccccc2)C1C(=O)N/N=C/c1ccc(Cl)s1 (stereo not drawn)	9%[46 µM]	3%	-1%	-1%	-0.1%	0.11µM*	9%
18	O=S(=O)(CCc1nc2ccccc2s1)c1ccc(Cl)cc1	1%	-3%[46.1 µM]	-2%	8%	-0.7%	4%	21%[38.3 µM]
19	CCOC(=O)COc1ccc2c(c1)C(=O)CC(C)(C)O2	-1%	-5%[46.1 µM]	3%	6%	0.0%	5%	-12%[38.3 µM]
20	Cc1cc(Oc2ccccc2)nc(SCC(=O)Nc2ccccc2)n1	?	-15%[46.1 µM]	-5%	-3%	-1.4%	7%	-6%[38.3 µM]
21	Cc1cc(C(=O)CSc2nncs2)c(C)n1Cc1ccco1	nt	5%	2%	-3%	4.4%	-20%	-1%
22	CCOC(=O)N1CCN(CC(=O)Nc2ccc([N+](=O)[O-])cc2C(=O)Nc2ccccc2F)CC1	?	-7%	-4%	-5%	0.0%	-31%	1%
23	O=C(CSc1nncs1)NCCCc1ccccc1	0%[46 µM]	7%	6%	-30%	-1.4%	10%	2%
24	Cc1ccc(C2C(C(=O)c3cccs3)=C(O)C(=O)N2CCN2CCOCC2)o1 (stereo not drawn)	7%	4%[46.1 µM]	0%	16%	-1.0%	9%	0%[38.3 µM]
25	CC(=O)C1=C(O)C(=O)N(c2ccc(C)cc2)C1c1ccccn1 (stereo not drawn)	-7%	-16%[46.1 µM]	2%	-2%	-1.0%	2%	?
26	O=C(O)CSc1nc2c(cnn2-c2ccccc2)c(=O)n1-c1ccc(Br)cc1	-6%	-8%	-2%	19%	11%	7%	-10%
27	O=c1[nH]ncc(N2CCCC2)c1Cl	?	5%	0%	5%	-2.4%	-27%	-5%
28	Cc1cc[n+](Cc2ccc([N+](=O)[O-])cc2)cc1	-1%[46 µM]	19%	1%	4%	-0.4%	29%	5%
29	Cc1cccc(C(=O)N[C@H](C(=O)Nc2ccc(S(=O)(=O)NC3=NCCCCC3)cc2)C(C)C)c1	-19%[46 µM]	-12%	1%	-11%	-0.2%	23%	?
30	CC(=O)Nc1ccc(NC(=O)C(C)c2cccc(C(=O)c3ccccc3)c2)cc1 (stereo not drawn)	?	-5%	5%	-14%	-0.7%	-13%	-3%
31	COc1cc2c(cc1OC)C(c1ccc(Cl)cc1)=NCC2	nt	-17%	nt	3%	2.1%	-9%[9.22 µM]	nt
32	CC1(C)CC(/C=C/c2ccccc2)=Nc2ccccc2N1	nt	57%	nt	-4%	0.8%	21%[9.22 µM]	nt
33	COc1ccc(C(=O)C2CCCN(C(=O)Cc3c(C)noc3C)C2)cc1OC (stereo not drawn)	?	-4%	-2%	7%	1.1%	-3%[9.22 µM]	3%
34	CC(=O)Nc1ccc(S(=O)(=O)N(C)c2ccc(OCC(=O)OCC(=O)N3CCCCC3)cc2)cc1	-3%[9.22 µM]	7%	3%	22%	2.9%	3%	4%
35	Cc1ccccc1CS(=O)(=O)CCC(=O)NCCCN1CCOCC1	-2%[0.0737 µM]	2%[46.1 µM]	0%	-3%	0.0%	-2%	0%[38.3 µM]
36	O=C(NC1CCCCC1)NC1CC2CCC(C1)N2C(=O)NCc1ccccc1 (stereo not drawn)	-4%	-7%[46.1 µM]	0%	2%	5.9%	-7%	11%[38.3 µM]
37	COc1ccc(NC(=O)CSc2nnc(C3CC3)n2N)cc1	6%	1%[46.1 µM]	-7%	1%	5.4%	-4%	-3%[38.3 µM]
38	CCOC(=O)N1CCN(Cc2cccs2)CC1	-3%	-4%[46.1 µM]	6%	3%	-1.0%	-26%	15%[38.3 µM]
39	CC(C)Oc1ccc(C(=O)Nc2ccccc2N2CCCC2)cc1	-9%	-25%[46.1 µM]	0%	-8%	0.7%	-3%	31%[38.3 µM]
40	Cc1ccc2c(CC(=O)OCC(=O)Nc3ccc(Cl)cn3)coc2c1	?	6%	-7%	7%	-1.3%	-20%	4%
41	CC1CCC(C(C)C)C(OC(=O)C[n+]2cc(-c3ccc(Cl)cc3)n3c2CCCCC3)C1 (stereo not drawn)	?	?	-1%	10%	-0.4%	13µM*	43%[activator]
42	CCN1CCN(c2nc(N)c([N+](=O)[O-])c(Nc3cccc(C)c3)n2)CC1	4%	-7%	1%	2%	0.0%	-2%	12%
43	COC(=O)/C(C#N)=C/c1cc(C)sc1C	nt	-17%	nt	5%	3.2%	-3%[9.22 µM]	nt
44	Cc1cc(C(=O)O)c(S(C)(=O)=O)s1	?	-16%[46.1 µM]	0%	2%	0.8%	8%	-8%[38.3 µM]
45	CC1(OC(=O)c2ccc(Cl)nc2)C(=O)C=C2C=C(c3ccsc3)OC=C2C1=O (stereo not drawn)	nt	nt	-1%	-13%	0.0%	nt	7%
46	O=S(=O)(Nc1ncccn1)c1ccc(-n2cnnn2)cc1	-9%[46 µM]	8%	4%	0%	-3.1%	17%	-3%
47	O=C(COC(=O)c1cc(=O)c2ccccc2o1)NC1CCCC1	-15%[46 µM]	12%	-2%	?	0.3%	21%	6%
48	O=C(CCn1c(=O)sc2ccccc21)NCCCn1ccnc1	-5%	15%	2%	1%	-1.0%	8%	10%
49	O=C(COC(=O)Cc1ccccc1F)Nc1ccc(Cl)cn1	?	21%	0%	8%	-1.8%	-4%	11%
50	CC1(C)Cc2c(C#N)c(N)sc(=S)c2CS1	12%	-20%[46.1 µM]	-1%	-1%	-1.1%	5%	-5%[38.3 µM]
51	Cc1cc2cc(CN(Cc3cccs3)Cc3nnnn3CC3CCCO3)c(=O)[nH]c2cc1C (stereo not drawn)	-6%	?	0%	4%	0.0%	-2%	32%[38.3 µM]
52	Cn1nnc(C(O)CNCc2ccc(Cl)cc2)n1 (stereo not drawn)	12%[46 µM]	16%	10%	12%	-1.1%	2%	2%
53	CCC(=O)Nc1ccc(NC(=O)c2cccc(OC)c2)nc1	-3%	-5%[46.1 µM]	-7%	10%	0.0%	15%	-6%
54	c1coc(-c2nc3nc4ccccc4nc3n2-c2ccc3c(c2)OCCO3)c1	7%	-10%[46.1 µM]	-15%	-2%	-1.1%	13%	-4%[38.3 µM]
55	Cc1ccc(Nc2nc3ccccc3nc2-n2nc(C)cc2C)cc1	-5%	-3%[46.1 µM]	-5%	8%	0.0%	-2%	21%[38.3 µM]
56	Cc1cc(C)n(-c2ncc(-c3ccccc3)nn2)n1	-16%	-2%[46.1 µM]	-2%	-22%	0.7%	-2%	9%[38.3 µM]
57	O=C(CSc1nnc2scc(-c3ccccc3)n12)Nc1ccc2c(c1)OCCO2	-15%	-12%[46.1 µM]	-2%	-7%	-1.1%	-19%	1%[38.3 µM]
58	C=CCn1c(SCn2nnc3ccccc3c2=O)nnc1C1CCCCC1	-6%	-5%[46.1 µM]	-2%	1%	-1.0%	-19%	-3%[38.3 µM]
59	Cn1c(=O)n(C)c2cc([N+](=O)[O-])c(N3CCN(S(C)(=O)=O)CC3)cc21	18%	2%	-1%	-1%	-7.7%	4%	5%
60	Clc1nc(NCc2cccnc2)nc(N2CCOCC2)n1	-10%	-6%[46.1 µM]	2%	-14%	-0.8%	-18%	6%
61	CCCSc1ccc(-c2nn(-c3ccccc3)cc2/C=C(/C#N)C(=O)NCCCOC)cc1	-5%	-24%	-4%	15%	0.0%	9%	-9%

Single records (already shown). Values in the order: LMNA splice mod	NPSR antagonist	KinaseGlo FLuc	CBFb RUNX1 block	Epigenetic reg	HTT aggregate	IMPase Li cell
O=C(COC(=O)c1cc(=O)c2ccccc2o1)NC1CCCC1 is listed as -15%[46 µM]	12%	-2%	?	0.3%	21%	6%
C=CCn1c(SCn2nnc3ccccc3c2=O)nnc1C1CCCCC1 is listed as -6%	-5%[46.1 µM]	-2%	1%	-1.0%	-19%	-3%[38.3 µM]

Screening results deposited in PubChem BioAssay by National Center for Advancing Translational Sciences (NCATS).
